# dFosB act = enhances mouse delta FosB homodimer DNA binding. purified delta FosB, TAMRA-CDK5 oligo fluorescence polarization; percent of positive-control signal above neutral wells. 0.99% of 340,000 active. activation, % at 25 µM. P13346;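 active = mean activation above about 17%, with every replicate also reaching it, limit read from the data, passing the limit was not always enough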;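 also: fluorescence polarization rise as delta FosB binds a TAMRA Cdk5 AP-1 oligo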
# Target sequence (P13346 whole entry, looked up): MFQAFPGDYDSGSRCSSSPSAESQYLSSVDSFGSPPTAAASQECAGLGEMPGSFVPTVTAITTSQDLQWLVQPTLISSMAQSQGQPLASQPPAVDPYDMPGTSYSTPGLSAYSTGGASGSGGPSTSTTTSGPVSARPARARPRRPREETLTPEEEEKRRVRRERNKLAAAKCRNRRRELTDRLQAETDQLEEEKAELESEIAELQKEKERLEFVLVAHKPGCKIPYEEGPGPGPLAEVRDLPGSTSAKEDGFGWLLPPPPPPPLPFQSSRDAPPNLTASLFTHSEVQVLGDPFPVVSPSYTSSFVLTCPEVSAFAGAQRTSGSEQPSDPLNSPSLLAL
# NSD2 inh = inhibitors of human histone methyltransferase NSD2; 0.54% of 310,000 active; AID 743445; O96028; NSD2 peptide methylation, AlphaScreen, 120 min; inhibition, % at 12.5 µM; in the data active = inhibition above about 50%
# PKA-R2B act = PKA-R2B complex activation. 0.079% of 340,000 active. P22694+P31323. AID 504700. activation, % at 11.4 µM. PKA-R2B holoenzyme dissociation, Cy5-IP20 fluorescence polarization; R2B truncated from residue 108, S112A mutant; 0% DMSO only, 100% 113 µM cGMP;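 active = activation above a cutoff set at the mean over all compounds plus 3 SD, cut at about 18% in these data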;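 also: higher means more holoenzyme dissociation and a rise in polarization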
# CDK5 inh = blocks human CDK5/p35 kinase activity. Q00535+Q15078. Recombinant CDK5/p35, ADP-Glo luminescence, 60 min. inhibition, % at 10 µM. 0.01% of 330,000 active. AID 488839;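 active = highest replicate inhibition of at least 50% and at least 75% of replicates reaching 50%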;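 also: plate controls were DMSO neutral control for no effect and GW8510 at 10 µM for full effect; many of its hits are not listed in these tables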
# Target sequence (Q00535 whole entry, looked up): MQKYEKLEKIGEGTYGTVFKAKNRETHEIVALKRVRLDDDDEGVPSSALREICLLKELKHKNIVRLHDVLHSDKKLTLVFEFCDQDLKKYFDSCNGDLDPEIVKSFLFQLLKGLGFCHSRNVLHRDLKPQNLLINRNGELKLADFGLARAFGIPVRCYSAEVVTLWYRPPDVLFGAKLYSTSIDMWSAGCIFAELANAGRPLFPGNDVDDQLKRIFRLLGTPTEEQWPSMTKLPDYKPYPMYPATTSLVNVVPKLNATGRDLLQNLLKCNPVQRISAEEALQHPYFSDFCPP
# Target sequence (Q15078 whole entry, looked up): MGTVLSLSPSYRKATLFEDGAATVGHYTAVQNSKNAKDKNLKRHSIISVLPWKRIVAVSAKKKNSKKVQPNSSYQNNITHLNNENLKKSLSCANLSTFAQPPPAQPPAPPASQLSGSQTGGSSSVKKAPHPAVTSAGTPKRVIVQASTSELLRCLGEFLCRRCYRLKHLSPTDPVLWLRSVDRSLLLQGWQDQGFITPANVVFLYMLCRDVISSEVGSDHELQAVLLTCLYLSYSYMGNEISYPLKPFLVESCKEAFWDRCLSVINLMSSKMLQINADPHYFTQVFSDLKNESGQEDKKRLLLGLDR
# SR-BI DiI inh = blocks mouse SR-BI lipid uptake from DiI-HDL. Q61009. ldlA[mSR-BI] CHO cells, DiI-HDL uptake fluorescence, 3 h. inhibition, % at 12.5 µM. 0.96% of 320,000 active. AID 488896;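 active = mean replicate inhibition of at least 70% and a set share of replicates each scoring 70 or more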;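 also: 0% = median of neutral control wells and 100% = median of positive control wells; values of inactives mirror those of a sister screen read the other way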
# Arrestin-AP2 inh = human beta-arrestin and AP2 interaction inhibition; FITC-arrestin peptide / GST-AP2 beads, flow cytometry; AP2 beta2 appendage carries R879A mutation; inhibition, % at 10 µM; 0.31% of 340,000 active;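 active = inhibition above a set limit, near 3 SD of compounds lacking own fluorescence, cut at about 54% in these data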;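 also: plate controls were DMSO wells for no effect and 5 µM unlabelled arrestin peptide for full effect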
#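 Test system: GST-tagged AP2 beta2-adaptin appendage (R879A) on 4 µm glutathione beads; also added: fluorescein-tagged arrestin peptide at 50 nM final; timing: 12 min plus 1 h, RT; signal: flow cytometry, FL1 (488/535 nm); read-out: percent drop in bead-associated FITC signal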
# Pemphigus Ab inh = human desmoglein-3 autoantibody binding inhibition. P32926. 0.48% of 310,000 active. binding (percent of control), % at 10 µM. AID 588358. DSG3-coupled beads, scFv-anti-DSG3-GFP binding, flow cytometry; active compounds read low;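 active = binding more than 3 SD below its plate's average and above zero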;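 also: hits lower antibody fragment binding to DSG3; some compounds called inactive have numbers as strong as hits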
# SR-BI DiI-HDL act = enhances SR-BI lipid uptake from DiI-HDL; 0.096% of 320,000 active; AID 504775; CHO ldlA[mSR-BI] cells, DiI-HDL uptake fluorescence, 3 h; 100 = double the neutral-control signal; activation, % at 12.5 µM;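 active = mean replicate activation of at least 60% and every replicate at or above 60%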;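 also: 0% = median plate neutral-control signal and 100% = twice that signal; values of inactives mirror those of a sister screen read the other way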
#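 Test system: SR-BI-overexpressing, LDLR-lacking CHO cells. Measured by: DiI fluorescence, bottom read. Medium: Ham's F12 with 0.5% BSA, HEPES 25 mM, pH 7.4. Timing: 3 h uptake period with compound, 37 °C.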
# PKA-R1A act = PKA-R1A complex activation | P00514+P68181 | PKA-R1A dissociation, Cy5-IP20 fluorescence polarization; scaled: DMSO 0%, 113 µM cGMP 100% | activation, % at 11.4 µM | 0.083% of 340,000 active | AID 504707;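 active = percent activation above the mean of all tested compounds plus 3 SD, cut at about 19% in these data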;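 also: higher means more PKAc released from R1A so a rise in polarization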
# MITF TRPM1 HTS = activators of MITF-driven TRPM1 promoter activity in SK-MEL-5 cells; SK-MEL-5 TRPM1-promoter luciferase, 24 h; % of positive control, neutral wells = 0; activation, % at 12.5 µM; 0.75% of 300,000 active;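 active = mean activation of at least 80% with every replicate also reaching 80%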;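 also: 0% = neutral control wells and 100% = parthenolide positive control wells; values of inactives mirror those of a sister screen read the other way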
# Mot1-301 SUMO = SUMOylation pathway inhibition by Mot1-301 growth rescue | S. cerevisiae Mot1-301 growth rescue, ATP luminescence, 38.5C; percent above DMSO median, 100 means doubled | growth rescue, % at 18.8 µM | 1% of 320,000 active | AID 2716;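 active = every valid replicate shows activation above 250% relative to neutral control wells; inactive = the rest, any valid replicate at or below 250%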;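 also: OY570 slx delta 5 strain wells were the positive control but not used for scaling; some compounds called inactive have numbers as strong as hits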
# Numbers without * were called inactive; / = not tested or not shown.
SMILES,dFosB act,NSD2 inh,PKA-R2B act,CDK5 inh,SR-BI DiI inh,Arrestin-AP2 inh,Pemphigus Ab inh,SR-BI DiI-HDL act,PKA-R1A act,MITF TRPM1 HTS,Mot1-301 SUMO
Cc1cc(C)n(-c2ncc3c(n2)N(CCO)CCOC3=O)n1,1,0,6,-0.9,-21,0,111,21,9,/,-3
CN(c1ccccc1)S(=O)(=O)c1cccc(NC(=O)COc2cccc([N+](=O)[O-])c2)c1,3,1,-2,-1.1,30,-9,110,-30,-3,-2,5
COc1cc(/C=C2/NC(=O)N(CC(=O)Nc3cccc(C)c3)C2=O)ccc1OCC(N)=O,9,0,-5,-0.9,21,42,95,-21,-15,2,9
C=C1CCN([C@@H](CC(C)C)C(=O)NCc2ccccc2)S(=O)(=O)c2ccccc21,-2,/,-18,-0.1,-5,20,103,5,6,4,-3
Cn1c(=O)c2nc(NCc3ccccc3)cnc2n(C)c1=O,4,-2,3,0.1,-32,16,106,32,-3,-1,0
COc1ccccc1C1CC(=O)Nc2c1c(=O)n(C)c(=O)n2C (configuration not stated),-1,/,-10,-0.3,0,-4,100,0,-4,4,-10
O=[N+]([O-])c1ccc(O)c(/C=N/Nc2ccccc2Cl)c1,-7,0,-4,-0.1,0,5,99,0,3,35,24
O=C(CNS(=O)(=O)c1ccc2c(c1)OCCCO2)N1CCN(Cc2ccccc2)CC1,-3,-3,1,-0.4,15,5,/,-15,-12,-3,-6
COc1ccccc1N1C(=S)NC2CS(=O)(=O)CC21 (configuration not stated),1,-3,-7,0.4,-27,-3,/,27,0,/,-1
Cc1ccc(S(=O)(=O)Nc2nnc(C3CCCCC3)s2)cc1,-6,7,0,0.0,4,0,98,-4,-6,0,-18
CC1CCCC(N2CCN(C(=O)c3ccc(F)cc3)CC2)C1 (configuration not stated),-11,/,1,0.5,-19,0,105,19,8,/,13
O=C(O)C1C2CCC(O2)C1C(=O)NCc1ccccc1Br (configuration not stated),5,1,-4,0.7,1,-18,109,-1,1,10,-5
CC(C)(C)C(=O)NC1(C(F)(F)F)NC(=O)N(CCc2ccccc2)C1=O (configuration not stated),-3,-1,2,0.5,-21,32,99,21,3,1,-6
COc1cccc(CN(C(=O)COc2ccc(C)cc2)C2CCS(=O)(=O)C2)c1 (configuration not stated),-6,1,5,0.8,-10,5,94,10,1,4,-3
O=C(OCC(=O)N1CCOCC1)c1ccc2c(c1)OCCO2,1,1,4,0.7,-6,25,72,6,1,8,-7
Cn1c(SCC(=O)NNC(=O)c2ccccc2Br)nnc1C(F)(F)F,-2,1,-10,1.6,-1,3,/,1,-3,3,/
COC(=O)c1cccc(C23CC4(C2)[C@H](CN(Cc2cccnc2)[C@@H]4c2ccccc2)C3c2ccccc2)c1 (some centres not stated),5,/,-8,2.3,-12,3,94,12,-6,-4,376
CCOc1ccc(-n2c(SCC(=O)Nc3ccc(OC)cc3)nc3c(c2=O)SCC3)cc1,-6,0,5,-0.5,-8,-4,90,8,-1,5,-15
CC(=O)C1=C(c2ccccc2)OC(N)=C(C#N)C1c1ccccc1F (configuration not stated),0,-2,-8,-0.1,-17,7,/,17,0,-15,-4
CSc1ccc(C(=O)C2CCCN(C(=O)c3cc(C)n(C)n3)C2)cc1 (configuration not stated),-10,-3,-12,-0.5,9,6,98,-9,-12,8,-12
O=C(Cn1ncc2c(=O)oc3ccccc3c21)NCCN1CCN(c2ccccc2F)CC1,2,/,-2,-1.2,-22,-11,97,22,5,-3,373
CN(Cc1ccccc1)S(=O)(=O)c1nnc(NC(=O)c2ccc(F)cc2)s1,13,-3,-5,-0.8,-7,26,/,7,-4,-1,290
CCC(C)NC(=O)CN1C(=O)C(CC)Sc2ccccc21 (configuration not stated),-5,/,-8,-1.7,-23,9,96,23,-9,10,/
C=CCNC(=O)CN(c1ccc(F)c(Cl)c1)S(C)(=O)=O,-2,/,-5,2.3,-1,-9,95,1,1,-2,-6
COC(=O)C1C(=O)c2c([nH]c(C(=O)OC3CCCCCC3)c2C)CC1C (configuration not stated),4,/,-2,1.0,31,6,111,-31,10,87*,80
SMILES,dFosB act,NSD2 inh,PKA-R2B act,CDK5 inh,SR-BI DiI inh,Arrestin-AP2 inh,Pemphigus Ab inh,SR-BI DiI-HDL act,PKA-R1A act,MITF TRPM1 HTS,Mot1-301 SUMO
COc1cccc(C(=O)NCC(c2cccs2)N2CCOCC2)c1 (configuration not stated),-7,-2,-2,-0.4,-17,1,/,17,2,7,3
CCOc1ccc(/C=C2\SC(=S)N(CCC(=O)Nc3ccc(C(=O)O)cc3)C2=O)cc1,8,4,4,-3.7,-22,12,118,22,2,/,-9
O=C(c1ccc(S(=O)(=O)N2CCCCC2)cc1)N1CCN(c2ccccc2F)CC1,-6,-1,-5,1.1,18,13,99,-18,-16,3,17
O=C(Nc1ccc2c(c1)CCC2)c1cc(F)cc(F)c1,-7,-1,5,-0.8,30,6,111,-30,13,83*,-14
COc1cccc(CNC2CCCCCCC2)c1OC,-9,1,0,-1.6,-18,-11,114,18,-4,-3,6
O=C(CN1CCOCC1)N/N=C/c1ccc(-c2ccc(Br)cc2)o1,-7,4,7,2.0,9,4,/,-9,-8,/,19
CNC(=O)COC(=O)/C=C/c1cccc(F)c1,-4,-2,-2,-1.6,40,23,104,-40,-10,-5,114
COC(=O)CNc1nc(Cl)nc(Nc2ccc(Cl)cc2)n1,48*,0,-3,-1.6,0,30,76*,0,-6,9,-1
CC(C)c1nnc(NC(=O)CCC(=O)Nc2ccc3cn[nH]c3c2)s1,7,-3,0,0.5,/,-19,/,/,-4,/,-21
Cc1cc(C(F)(F)F)nn1Cc1n[nH]c(=S)n1-c1cccc(Cl)c1,2,3,-11,0.2,10,12,101,-10,9,-6,-12
O=C(NCc1cccnc1)C(=O)Nc1cc2c3c(c1)CC(=O)N3CCC2,-6,0,5,1.8,-13,18,104,13,-8,-2,4
CCOC(=O)c1c(CSC(=N)N)n(-c2ccc(C)cc2)c2cc(Br)c(OC(C)=O)cc12,37*,8,13,0.4,3,14,/,-3,1,/,/
CC(C)(CO)Nc1nc(N2CCCC2)nc(N2CCCC2)n1,-6,-4,8,-0.1,-6,7,98,6,4,/,-14
CCOC(=O)CC(=O)c1cc(OC)c(OC)c(OC)c1,-5,-1,-1,1.3,10,2,/,-10,15,/,0
CCC1(CC)Cc2ccccc2C(C2=C(O)CC(C)(C)CC2=O)=N1,-8,-2,-1,-0.8,-5,-7,101,5,-11,1,-13
Cc1cc(NC(=O)C(C)SCC(=O)Nc2ccccc2C(C)(C)C)no1 (configuration not stated),-2,23,-16,0.4,7,3,104,-7,-6,-6,1
CC(C)CCN(C(=S)Nc1cccc(F)c1)C1CCN(C(C)C)CC1,-6,-1,-5,-0.6,-17,9,102,17,0,-5,-2
CCc1ccc(-c2cc(C)no2)cc1S(=O)(=O)Nc1cc(C)ccn1,-2,1,3,-1.8,-3,-9,/,3,-8,-13,110
CC1(C)CC2CC(C)(CN2C(=O)Cc2ccccc2)C1 (configuration not stated),0,-1,1,-1.3,-2,6,102,2,2,/,3
COc1ccc(C(=O)Cn2c(C(C)=O)nc3ccccc32)cc1,-12,3,9,0.5,-29,3,95,29,4,/,/
Cc1cccc(C(=O)OC(C)C(=O)NCC2CCCCC2)c1O (configuration not stated),-2,-4,-4,0.2,-13,-4,102,13,11,1,/
Fc1ccccc1Nc1nc(-c2ccncc2)nc2ccccc12,-30,1,0,-0.1,66,17,84,-66,-11,12,-11
O=C(NNC(=S)NC(=O)c1ccccc1[N+](=O)[O-])c1ccc(Cl)cc1Cl,-8,3,-7,1.0,0,13,97,0,0,16,-12
O=C(NNc1c(Cl)cc(Cl)cc1Cl)c1cccc([N+](=O)[O-])c1,-16,3,-3,-2.0,18,9,121,-18,-6,2,121
Cc1ccc(N=CC2=C(O)CC(C)(C)CC2=O)nc1,7,-8,-17,0.1,-26,9,103,26,-13,6,-11

# A second format for some results above:
# Values run as follows: dFosB act | NSD2 inh | PKA-R2B act | CDK5 inh | SR-BI DiI inh | Arrestin-AP2 inh | Pemphigus Ab inh | SR-BI DiI-HDL act | PKA-R1A act | MITF TRPM1 HTS | Mot1-301 SUMO
COc1ccc(C(=O)Cn2c(C(C)=O)nc3ccccc32)cc1
→ -12 | 3 | 9 | 0.5 | -29 | 3 | 95 | 29 | 4 | / | /
O=C(Nc1ccc2c(c1)CCC2)c1cc(F)cc(F)c1
→ -7 | -1 | 5 | -0.8 | 30 | 6 | 111 | -30 | 13 | 83* | -14
CNC(=O)COC(=O)/C=C/c1cccc(F)c1
→ -4 | -2 | -2 | -1.6 | 40 | 23 | 104 | -40 | -10 | -5 | 114

# Continued.
SMILES,dFosB act,NSD2 inh,PKA-R2B act,CDK5 inh,SR-BI DiI inh,Arrestin-AP2 inh,Pemphigus Ab inh,SR-BI DiI-HDL act,PKA-R1A act,MITF TRPM1 HTS,Mot1-301 SUMO
CCC1CCCCN1CCCNC(=O)c1ccc2c(c1)NC(=O)CS2 (configuration not stated),0,5,-8,/,-10,4,108,10,-17,4,259
CCN(CC)CCCNC(=O)CSc1nc2c(c(C(F)(F)F)n1)CCc1ccccc1-2,-2,5,4,-0.3,44,34,97,-44,-3,11,12
Brc1ccc2nc(N3CCCC3)sc2c1,-5,/,4,-0.8,5,3,123,-5,-1,47,48
CSc1nnnn1-c1c(C)cccc1C,4,6,-12,-0.3,-16,-4,106,16,-19,-16,-18
COCCn1nnnc1C(c1cc2ccc(OC)cc2[nH]c1=O)N1CCN(C2CCCCC2)CC1 (configuration not stated),-11,/,8,1.4,-8,-1,102,8,13,11,17
C=CCC(=O)OCCCCCCOc1ccc(C(=O)O)cc1,-2,2,4,-0.7,-23,0,/,/,4,2,2
O=C(Nc1cccnc1)c1sc(Nc2ccccc2F)nc1-c1ccccc1,1,-2,1,1.2,59,-4,101,-59,-15,-2,90
CCN(CC)S(=O)(=O)c1cccc(C(=O)N[C@H](C(=O)OCC(N)=O)C(C)C)c1,0,-2,-15,0.3,-27,27,/,27,-2,1,-18
COc1ccc(NC(=O)CSc2nc(O)cc(=O)n2C)cc1,7,2,-5,0.3,-9,-20,102,9,-12,4,4
COc1ccc([N+](=O)[O-])cc1NCc1ccco1,-2,5,-4,-4.2,/,25,91,/,-4,9,-2
Cn1cccc1CC(=O)N/N=C/c1cccc([N+](=O)[O-])c1,5,-1,-5,0.5,69,36,95,-69,-4,-4,409*
COc1cc(/C=N/NC(=O)c2ccc3c(c2)OCO3)ccc1O,-5,1,-2,-2.2,5,-8,105,-5,-6,17,11

# Screens from PubChem BioAssay.
